IL-2 act: IL-2 activation. AID 652025. activation, % (series mostly up to about 46 µM). IL-2 activation reporter assay, cell-based qHTS; stimulated with anti-CD3/CD4/CD28 beads; in transgenic mouse T cells. 0.065% of 360,000 active; in the data active = activation above about 50%; inconclusive = mostly about 30% to 49%; note: 0% is about no effect
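Quantitative HTS in unstimulated transgenic mouse T cells, with memory T cells as non-tolerant control and PMA/ionomycin as tolerance-bypass control. Compound pretreatment lasted 60 minutes before 18 h bead stimulation; EGFP/DsRed fluorescence read.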
WRN helicase inh: inhibitors of human WRN helicase. Q14191. WRN helicase unwinding, fluorescent forked duplex, kinetic. Potency, µM (titrated, usually from 114 µM), for the others: at the top dose activity change, negative = inhibition, actives largely listed as inhibitors. 0.46% of 360,000 active. AID 651768; note: potency is the fitted concentration of half-maximal effect; % is set by controls: 0 for no effect and ±100 for the full control effect; nearly all actives have a fitted effect of over 55% in size
Target sequence (Q14191 whole entry, looked up): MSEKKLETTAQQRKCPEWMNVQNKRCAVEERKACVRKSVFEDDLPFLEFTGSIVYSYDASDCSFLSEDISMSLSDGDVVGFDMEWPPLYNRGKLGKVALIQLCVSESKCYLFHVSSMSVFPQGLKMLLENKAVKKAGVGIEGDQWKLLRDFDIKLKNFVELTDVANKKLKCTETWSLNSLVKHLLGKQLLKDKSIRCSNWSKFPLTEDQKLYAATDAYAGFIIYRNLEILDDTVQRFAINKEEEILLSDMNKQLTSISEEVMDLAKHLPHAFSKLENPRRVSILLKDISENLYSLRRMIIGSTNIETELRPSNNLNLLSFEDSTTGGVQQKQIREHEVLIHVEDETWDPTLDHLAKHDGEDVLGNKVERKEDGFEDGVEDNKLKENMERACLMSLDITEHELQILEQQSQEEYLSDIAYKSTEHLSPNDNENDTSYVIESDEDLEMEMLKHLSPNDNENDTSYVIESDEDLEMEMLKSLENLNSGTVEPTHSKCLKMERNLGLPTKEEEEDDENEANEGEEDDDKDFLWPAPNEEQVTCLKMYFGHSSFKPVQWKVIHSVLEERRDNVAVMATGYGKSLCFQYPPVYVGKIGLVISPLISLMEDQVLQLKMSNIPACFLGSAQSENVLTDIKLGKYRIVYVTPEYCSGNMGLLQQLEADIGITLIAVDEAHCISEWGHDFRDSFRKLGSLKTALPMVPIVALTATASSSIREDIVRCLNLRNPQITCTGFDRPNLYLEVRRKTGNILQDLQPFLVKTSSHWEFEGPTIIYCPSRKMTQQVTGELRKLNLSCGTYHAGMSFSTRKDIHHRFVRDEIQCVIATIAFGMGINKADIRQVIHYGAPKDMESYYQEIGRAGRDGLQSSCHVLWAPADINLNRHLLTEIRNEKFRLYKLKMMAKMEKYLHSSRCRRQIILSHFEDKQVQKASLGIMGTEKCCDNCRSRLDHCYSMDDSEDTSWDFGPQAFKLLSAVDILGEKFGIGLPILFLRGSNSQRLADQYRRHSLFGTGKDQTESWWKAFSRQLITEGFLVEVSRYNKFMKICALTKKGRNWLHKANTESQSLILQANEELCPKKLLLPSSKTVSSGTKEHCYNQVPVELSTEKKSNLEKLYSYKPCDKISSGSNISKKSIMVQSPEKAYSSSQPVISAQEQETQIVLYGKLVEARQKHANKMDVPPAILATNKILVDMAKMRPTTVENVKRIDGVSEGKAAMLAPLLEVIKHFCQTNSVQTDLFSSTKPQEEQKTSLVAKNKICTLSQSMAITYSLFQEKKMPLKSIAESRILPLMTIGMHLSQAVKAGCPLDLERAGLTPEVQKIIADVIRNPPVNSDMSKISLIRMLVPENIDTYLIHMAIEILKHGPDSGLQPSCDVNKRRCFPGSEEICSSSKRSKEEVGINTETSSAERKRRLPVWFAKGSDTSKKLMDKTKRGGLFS
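Screening of the MLSMR collection measured strand separation of a quenched forked DNA duplex (100 nM) by 20 nM WRN with 2 mM ATP, all final. Compounds were preincubated with enzyme 15 min at room temperature.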
EPAC1 ag: EPAC1 (human) agonism | EPAC1 agonist qHTS, biochemical assay; response scale: 100% = response to 6.5 mM cAMP | 0.073% of 360,000 active | O95398 | Potency, µM (doses to about 154 µM), for inactives: at the highest dose activation, most hits filed as activators | AID 720707; note: potency is the fitted concentration of half-maximal effect; nearly all actives have a fitted effect of over 60% in size
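Normalized to 6.5 mM cAMP, activity reflects EPAC1-catalysed release of BODIPY-GDP from Rap1B, followed kinetically over 30 min at 480 nm excitation, 540 nm emission. Reaction contained 100 nM EPAC1, 250 nM Rap1B-BODIPY-GDP, 50 uM GDP.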
PLK1 PBD block: blocks phosphopeptide binding to human PLK1 polo-box domain; Plk1 PBD binding of FITC phosphopeptide, fluorescence polarization; Potency, µM, without a hit: max response, negative = inhibition, usual class: inhibitors; 2.8% of 360,000 active; note: potency is the fitted concentration of half-maximal effect; series mostly up to about 57 µM; % is set by controls: 0 for no effect and ±100 for the full control effect; nearly all actives have a fitted effect of over 65% in size
CCT modulator: cytosolic chaperonin activity modulation | activity change, % (test concentration not listed), hits read low | purified chaperonin ATPase assay, HTRF ADP detection, 30 min | 0.3% of 360,000 active; in the data active = activity change below about -30%; note: % is set by controls: 0 for no effect and ±100 for the full control effect
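Enzyme 40 or 20 nM (batch-dependent) in Tris pH 7.4/KCl/MgCl2/DTT; cpd 76 uM single point; ATP 10 uM; 30 min 37 °C; Transcreener ADP HTRF detection, 30 min RT; ratio 665/615.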
PI5P4K alpha inh: inhibitors of human PI5P4K alpha. P48426. max response, %. PI5P4Kalpha enzyme, ADP-Glo luminescence, 60 min; hits give low values. AID 652105. 1.2% of 330,000 active; active = max response of -50% or lower; inconclusive = between -30% and -50%; inactive = -30% or higher; note: value at the top dose of about 77 µM; % is set by controls: 0 for no effect and ±100 for the full control effect
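Enzyme plus substrate dispensed, test compounds pinned in, then ATP (5 microM final) added. After 60 min at RT, ADP-Glo reagent 1 for 45 min and reagent 2 for 30 min preceded luminescence imaging.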
EPAC1 antagonist: blocks human EPAC1 exchange factor; O95398; EPAC1 GEF assay, Rap1b-BODIPY-GDP exchange fluorescence; Potency, µM (highest dose often 115 µM), without a hit: top-dose activity change, negative = inhibition, most hits filed as inhibitors; 0.14% of 360,000 active; AID 720709;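 note: potency is the fitted concentration of half-maximal effect; plate controls were vehicle for no effect and positive control for full effect; nearly all actives have a fitted effect of over 50% in size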
EPAC2 ag: agonists of human EPAC2 (RAPGEF4). 0.079% of 360,000 active. AID 720711. EPAC2 activation, biochemical qHTS; response scale: 100% = 6.5 mM cAMP response. Potency, µM (doses to about 154 µM), without a hit: at the highest dose activation, usual class: activators. Q8WZA2; note: potency is the fitted concentration of half-maximal effect; nearly all actives have a fitted effect of over 50% in size
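Compounds were added across a concentration range to EPAC2 (100 nM), RAP1B-BODIPY-GDP (250 nM) and GDP (50 uM). After 5 min at room temperature, fluorescence was recorded at 5-min intervals for 30 min.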
* = called active by the depositor; u = inconclusive; x = not tested or not shown. Unless noted, calls come from the whole dose curve; as a rule, active = well fitted curve in the direction sought with a large enough effect; inconclusive = small, poorly fitted or top-dose-only effect, or another doubt; inactive = no such curve, though single readings can be large; an effect the other way counts as inactive or inconclusive. These rows are one share of the data, so the mix of outcomes need not match the whole.

SMILES | IL-2 act | WRN helicase inh | EPAC1 ag | PLK1 PBD block | CCT modulator | PI5P4K alpha inh | EPAC1 antagonist | EPAC2 ag
O=C(COc1ccc(Br)cc1)N(CCO)CCO | 1.1 | 3% | -5% | 3% | 0.2 | 7 | -15% | -6%
Cc1ccc(CC2C(=O)N(c3ccc(C)cc3)C(=O)C2C)cc1 (stereo unspecified) | -0.4 | -6% | -3% | -5% | -0.2 | 8 | -10% | -4%
O=C1COc2ccc(C(=O)COC(=O)C3CC(O)CN3S(=O)(=O)c3ccc(Cl)cc3)cc2N1 (stereo unspecified) | -0.5 | 1% | 0% | -1% | -4.0 | -2 | -1% | -6%
O=C(CN1CCCC1)NCc1ccccc1 | 2.3 | 3% | -9% | 4% | -2.6 | -1 | -7% | 8%
CC(=O)c1ccc(NC(=O)CSc2ccc(-c3sc(C)nc3C)nn2)cc1 | -2.6 | 2% | 0% | -8% | -0.4 | -9 | -19% | -1%
COC(=O)C1CCCCN1C(=O)c1cc(COc2cccc3cccnc23)on1 (stereo unspecified) | -4.6 | u | -1% | -8% | -3.1 | -4 | -4% | -1%
O=C1CSc2ccc(C(=O)N3CCN(c4ccccn4)CC3)cc2N1 | -0.2 | 11% | 6% | -8% | -2.3 | x | 6% | 11%
CC(C)C[C@H]1CNC(=S)N1C[C@H]1CCCN1C[C@H](Cc1ccc(O)cc1)N1C[C@H](Cc2ccccc2)N(CC2CCCCC2)C1=S | -1.0 | -5% | 4% | -4% | 1.0 | 0 | -7% | 0%
CC(C)C(=O)NCCc1nc2ccccc2n1CCCOc1ccc(Cl)cc1 | -0.6 | -12% | -4% | 6% | -0.2 | 0 | -30% | 7%
C1CCN=C(Nc2nn[nH]n2)CC1 | 3.0 | 7% | 2% | -1% | -7.0 | x | 8% | 6%
CCCN1C2CCCC1CC(NC(=O)C1CCCCC1)C2 (stereo unspecified) | -0.4 | 3% | 0% | -9% | 0.9 | 7 | 0% | -7%
CCOc1ccc(CCNC(=O)COC(=O)c2sccc2C)cc1OCC | -4.0 | 7% | -11% | 2% | 1.6 | -4 | -1% | -7%
O=C(Nc1cccc(NC(=O)c2cccs2)c1)c1ccc(F)cc1 | 0.0 | 9% | 9% | -9% | -0.5 | 5 | -21% | 14%
Cc1ccc(N2CCN(C(=O)N3CCCC3)CC2)cc1Cl | -4.1 | 6% | 7% | -8% | 1.7 | x | -2% | -3%
CC1Cc2cccc3ccc(=O)n(c23)C1 (stereo unspecified) | -6.6 | -1% | -3% | 3% | -1.7 | 3 | 15% | -2%
CC(C)C12CN3CC(C(C)C)(CN(C1)C3c1ccccc1)C2O (stereo unspecified) | -1.0 | -9% | 7% | -6% | -1.6 | x | -6% | 4%
CCOC(=O)C1CCN(Cc2cn[nH]c2-c2ccc(C)cc2)CC1 | -0.6 | 4% | 9% | 1% | -1.4 | x | 0% | 6%
CCOC(CNCc1cc(C)c2[nH]c3ccccc3c2c1C)OCC | -1.1 | -22% | -1% | -3% | -1.2 | 2 | -21% | 5%
CC(=O)c1ccc(NC(=O)C2CCCO2)cc1 (stereo unspecified) | 1.1 | 11% | 17% | -3% | -2.8 | -2 | 3% | 20%
CCN1CCC2(CC1)N=C(c1ccc(F)cc1)C(=S)N2C(=O)c1ccc(C)cc1 | -0.8 | -11% | -5% | 15µM* | 1.6 | 3 | -10% | -5%
O=c1[nH]c2ccsc2c(=O)n1-c1ccc(F)cc1 | -3.2 | 12% | 12% | -6% | -2.6 | x | 0% | 1%
O=C(NCC(=O)N1CCN(c2cccc(Cl)c2)CC1)c1ccc(Br)o1 | -4.8 | 1% | -2% | -1% | 0.9 | -4 | 9% | 6%
CCCCNc1c2c(nc3c(-c4ccccc4)c(C)nn13)CCC2 | -1.0 | 0% | 8% | -6% | -2.3 | x | 4% | 7%
CCOC(=O)N1CCN(C(=O)CSc2ncnc3sccc23)CC1 | -2.4 | -4% | -6% | 9% | 0.6 | -3 | 7% | -1%
CC(=O)N1C(C)(C)CC(=NOC(=O)c2ccccc2)CC1(C)C | -0.6 | 5% | -7% | 1% | 0.7 | 0 | 4% | -2%
Cn1c(CCC(=O)OCC(=O)NCc2ccccc2Cl)nc(=O)c2ccccc21 | -1.7 | 1% | 5% | 1% | -0.6 | -1 | 0% | 7%
COc1cc(NCCCNC(C)C)c2nccc(C)c2c1 | 0.4 | -17% | -6% | -10% | -1.3 | -13 | -3% | 0%
O=C(CN(C(=O)c1csnn1)c1cccc(F)c1)NCc1ccc(F)cc1 | 0.8 | 0% | 5% | -9% | 2.3 | -9 | -2% | 8%
COc1cc(C(C(=O)NC(C)(C)C)N(C(=O)CNC(=O)c2cccs2)c2ccccc2)cc(OC)c1OC (stereo unspecified) | 1.5 | 3% | 1% | -1% | 0.7 | x | 14% | -15%
COc1ccc(Cn2c(=O)sc3ccccc32)cc1 | -1.3 | -15% | 23% | 4% | 2.3 | 3 | -5% | 17%
Cc1ccc(S(=O)(=O)NC(=O)COc2ccccc2)cc1 | 0.7 | -9% | 7% | 0% | -4.2 | -3 | 7% | 10%
CCC1(C)NC(=O)N(CC(=O)N2N=C(c3ccccc3)CC2c2ccc(OC)cc2)C1=O (stereo unspecified) | -1.5 | 1% | -6% | -5% | -0.6 | 1 | u | -2%
CCc1ccc(S(=O)(=O)Nc2ccc(O)c3ccccc23)cc1 | -2.0 | 1% | 6% | u | -0.5 | u | -25% | 24%
OCC1CCCN(C(=S)Nc2ccc(Oc3ccccc3)cc2)C1 (stereo unspecified) | -1.3 | -28% | 7% | u | 0.2 | 2 | u | 10%
Cc1cccc(-n2cc(CN3CCCN(C=O)CC3)c(-c3cccc(F)c3)n2)c1 | -0.9 | -12% | -7% | 2% | 1.5 | 5 | 2% | 3%
O=C(NC1CCCCC1)Sc1ccc(Cl)cc1 | 0.3 | u | -4% | 2.7µM* | -4.5 | -1 | 23% | 4%
COc1ccc2nc(NC(=O)C3CCN(C(=O)c4ccc(F)cc4)CC3)sc2c1 | 0.7 | -1% | 0% | -4% | -1.3 | 2 | -8% | 3%
COc1ccc(N(C(=O)Cn2nnc3ccccc32)C(C(=O)NCc2ccco2)c2ccc(C)o2)cc1 (stereo unspecified) | -0.1 | -14% | 6% | -1% | 0.6 | 4 | -15% | 12%
c1coc(-c2nnc(-c3ccco3)nn2)c1 | 0.3 | 20µM* | -5% | -11% | 1.7 | -79* | u | 9%
CSc1nsc(N/N=C/c2ccc3c(c2)OCO3)c1C#N | 0.2 | 6% | 0% | -1% | -2.6 | 5 | 10% | 0%
COc1cccc2cc(CC(=O)c3ccc(C)c(C)c3)c(=O)oc12 | -0.3 | -3% | 14% | -11% | 1.2 | -1 | -5% | 11%
C=C1CCC2[C@](C)(CO)[C@H](O)CC[C@@]2(C)[C@@H]1C/C=C1\C(=O)OC[C@H]1O (stereo partly specified) | -0.4 | 4% | -26% | 3% | -0.2 | -1 | -15% | -5%
COc1ccc(CN2CCNC(=O)C2CC(=O)N(C)Cc2nonc2C)c(F)c1 (stereo unspecified) | -3.6 | -25% | 7% | 0% | 0.8 | -4 | 5% | -9%
O=C(c1ccc(Cl)cc1[N+](=O)[O-])N1CCc2ccccc2C1 | -0.5 | -5% | 0% | -2% | 0.2 | 0 | -7% | 1%
Cc1cc(NC(=O)CCC(=O)N(CC(=O)NCC2CCCO2)c2ccc(C)c(C)c2)no1 (stereo unspecified) | 0.7 | 7% | -12% | 2% | 1.2 | 11 | -1% | 0%
Cc1ccc(C(=O)Oc2ccccc2N2C(=O)C3CCCCC3C2=O)cc1 (stereo unspecified) | -0.3 | -2% | 2% | -5% | -0.9 | -2 | -3% | 1%
Cc1ccc2nc3n(c(=O)c2c1)CCC3 | -1.6 | 6% | -1% | -4% | -0.3 | x | -5% | 2%
O=C(Nc1ccc(N2CCCCC2)cc1)c1ccccc1 | 0.7 | -7% | 9% | 4% | -66* | x | 8% | 5%
CN(C)C1(CNC(=S)Nc2ccccc2C(F)(F)F)CCCCC1 | -4.1 | 9% | -11% | -4% | -1.9 | -6 | 4% | 4%
CN(CC(=O)NC1CCCCCC1)S(=O)(=O)c1ccc(F)cc1 | 0.5 | 2% | -2% | -2% | -1.8 | -3 | -2% | 6%
(further entries)
SMILES | IL-2 act | WRN helicase inh | EPAC1 ag | PLK1 PBD block | CCT modulator | PI5P4K alpha inh | EPAC1 antagonist | EPAC2 ag
COCc1cc(=O)n2[nH]c(-c3ccco3)cc2n1 | -0.5 | -4% | 3% | -4% | 0.4 | 4 | 9% | 4%
Cc1ccc(S(=O)(=O)N2CCN(C(=O)COC(=O)c3cc(C)oc3C)CC2)cc1 | -2.7 | -19% | 4% | -14% | 0.6 | 1 | 0% | 1%
Cc1ccccc1NC(=O)c1sc2nc(N3CCOCC3)c3c(c2c1N)CCCC3 | 0.6 | -2% | 14% | u | 0.7 | -12 | 0% | 11%
COc1ccccc1NC(=O)N1CCN(c2cccc(C(F)(F)F)c2)CC1 | 0.1 | 1% | 10% | -6% | 0.4 | x | -9% | 6%
COc1ccc(NC(=O)COC(=O)Cc2c(F)cccc2Cl)cc1 | -0.5 | 7% | -3% | -4% | 1.3 | 0 | 8% | 10%
COc1ccc(NC(=O)CSc2nc(N3CCCCC3)nc(N3CCCCC3)n2)cc1 | -2.6 | 0% | -3% | 0% | -0.2 | x | 6% | 3%
Cc1c(=O)n(OCc2ccccc2F)c2ccccc2[n+]1[O-] | 4.6 | 0% | 7% | -1% | -1.2 | 6 | -11% | -7%
CCC(C)c1ccc(S(=O)(=O)N2CCN(C(C)CC(=O)O)CC2)cc1 (stereo unspecified) | 1.1 | -12% | 2% | 0% | -5.7 | 1 | -3% | 10%
COc1ccc(/C=N/NC(=O)c2cc(C34CC5CC(CC(C5)C3)C4)[nH]n2)cc1O | -0.2 | -18% | u | -3% | -1.7 | -18 | -19% | 5%

Looked up by compound from the list above:
SMILES | IL-2 act | WRN helicase inh | EPAC1 ag | PLK1 PBD block | CCT modulator | PI5P4K alpha inh | EPAC1 antagonist | EPAC2 ag
COc1ccc(NC(=O)CSc2nc(N3CCCCC3)nc(N3CCCCC3)n2)cc1 | -2.6 | 0% | -3% | 0% | -0.2 | x | 6% | 3%
Cc1ccc(CC2C(=O)N(c3ccc(C)cc3)C(=O)C2C)cc1 (stereo unspecified) | -0.4 | -6% | -3% | -5% | -0.2 | 8 | -10% | -4%
COc1ccc(CN2CCNC(=O)C2CC(=O)N(C)Cc2nonc2C)c(F)c1 (stereo unspecified) | -3.6 | -25% | 7% | 0% | 0.8 | -4 | 5% | -9%

Screening data deposited in PubChem by National Center for Advancing Translational Sciences (NCATS).
